Screens from PubChem BioAssay.
AID2073: inhibitors of Mint1-CaV2.2 protein interaction, biochemical, HTRF (AID 2073); Voltage-dependent N-type calcium channel subunit alpha-1B (Homo sapiens); HTRF protein-protein interaction, Mint1-CaV2.2; higher % means a stronger effect; one-dose inhibition, % at 20 µM; IC50 in µM for titrated hits; hit rate 0.19% among 290,000; in the data active = inhibition mostly above about 51%, no sharp cut-off; inconclusive = no clear call, values can overlap the other calls; inactive = mostly below about 53%; also: some results filed as inactive read as strong as hits
SV40 large T antigen: SV40 large T antigen inhibitors, biochemical (AID 1903). SV40 large T antigen ATPase/helicase inhibition assay; higher % means a stronger effect. inhibition, % at 20 µM, or IC50 in µM where a hit was titrated. hit rate 0.39% among 310,000; in the data active = a potency from the dose series; inconclusive = inhibition mostly from about 32% at the one dose, without a potency; inactive = the rest, 99 in 100 with inhibition below about 32%; also: strong numbers were not always called active
Siah-1 displacement: Siah-1 peptide-binding antagonists, primary screen, biochemical, fluorescence polarization, rhodamine-plectin, uHTS (AID 1817); E3 ubiquitin-protein ligase SIAH1 (Homo sapiens); hit rate 0.02% among 290,000; displacement, % at 20 µM; hits with a dose series show IC50 in µM; Siah-1 / rhodamine-plectin peptide fluorescence polarization; higher % means a stronger effect;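 active = displacement of at least 50% at 20 µM, with a fluorescence ratio check between 0.3 and a set limit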;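 also: plate controls were Siah plus tracer with DMSO for no effect and tracer alone without Siah for full effect; strong numbers were not always called active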
NS5 inhibitors: Dengue-2 NS5 methyltransferase inhibitors, primary screen, biochemical, confirmation dose response (AID 588689) | Dengue-2 NS5 methyltransferase capping enzyme assay, biochemical; higher % means a stronger effect | inhibition, % at 25 µM; hits with a dose series show IC50 in µM | Genome polyprotein (Dengue virus type 2 (strain 16681-PDK53)) | hit rate 0.3% among 340,000; in the data active = a potency from the dose series; inconclusive = inhibition above about 29% without an active follow-up result
Rac1 GTP hydrolysis: MgcRacGAP GTPase-activating activity inhibitors, confirmation, biochemical, ADP Hunter fluorescence; Rac GTPase-activating protein 1 (Homo sapiens); MgcRacGAP-stimulated Rac1 GTP hydrolysis, ADP Hunter fluorescence; higher % means a stronger effect; GST-tagged Rac1 F28L mutant substrate; inhibition, % at 30 µM, or IC50 in µM where a hit was titrated; hit rate 0.6% among 340,000;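 active = first-screen hits whose inhibition reached a set limit at any dose in the follow-up dose series; inconclusive = inhibition above the set first-screen limit but never retested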;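 also: fluorescence reports GDP produced by GAP-driven GTP hydrolysis; strong numbers were not always called active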
RSV CPE inhibition: RSV antiviral activity via CPE protection, HEp-2 cells, primary 10 µM value included (AID 2391). one-dose CPE inhibition, % at 10 µM; IC50 in µM for titrated hits. HEp-2 cells, RSV-induced CPE inhibition; higher % means a stronger effect. hit rate 0.13% among 310,000; in the data active = a potency from the dose series; inconclusive = CPE inhibition mostly from about 23% at the one dose, without a potency; inactive = the rest, 99 in 100 with CPE inhibition below about 21%; also: strong numbers were not always called active
LYP inhibition: inhibitors of LYP phosphatase, biochemical, fluorescence intensity, uHTS (AID 1779); one-dose inhibition, % at 11.5 µM; IC50 in µM for titrated hits; hit rate 0.054% among 290,000; recombinant LYP phosphatase, fluorescence intensity; higher % means a stronger effect; in the data active = inhibition above about 50%;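 also: plate controls were vehicle with enzyme for no effect and no enzyme for full effect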
HIV fusion peptide: inhibitors of HIV fusion peptide binding, primary screen, biochemical, uHTS, fluorescence dequenching (AID 1986). hit rate 0.3% among 290,000. cell-free peptide binding, fluorescence dequenching, 30 min; higher % means a stronger effect. inhibition, % at 20 µM, or IC50 in µM where a hit was titrated; in the data active = inhibition mostly above about 52%, no sharp cut-off; inactive = mostly below about 76%; also: some results filed as inactive read as strong as hits
XIAP antagonists: XIAP antagonists, biochemical, IAP family, fluorescence polarization (AID 1018). hit rate 0.007% among 200,000. displacement, % at 20 µM; hits with a dose series show IC50 in µM. XIAP BIR domain, fluorescence polarization peptide displacement; higher % means a stronger effect; in the data active = displacement above about 50%; also: a part of the inactive calls stands beside numbers as strong as those of hits
NS5 inhibitors pilot replicate: recorded beside NS5 inhibitors, whose call it bears; inhibition, %; measured here: pilot screen replicate inhibition
* hit, by the source's call; u = inconclusive; x = no result given. Hits appear at their usual frequency. About 1.7% of those tested had a hit in this group.

SMILES	AID2073	SV40 large T antigen	Siah-1 displacement	NS5 inhibitors	Rac1 GTP hydrolysis	RSV CPE inhibition	LYP inhibition	HIV fusion peptide	XIAP antagonists	others
Cc1c(Cl)cccc1NC(CC(=O)c1ccccc1)C(=O)OCC(=O)c1cccs1 (stereo not drawn)	-8%	10%	1%	-5%	8%	0.7%	-1%	-2.8%	-3.2%
CCCCNC(=O)C1c2cc(OC)c(OC)cc2C(=O)N(C)C1c1ccc(OC)cc1 (stereo not drawn)	-2%	10%	-2%	3%	6%	0.9%	-3%	-1.1%	0.6%
CCN(CC)c1ccc(/C=C2\CCC(/C=N/NC(=O)c3ccc(=O)n(C)c3)=C2N2CCOCC2)cc1	32%	6%	3%	28%	7%	6.7%	4%	34%	-7.7%
Cc1cccc(NC(=O)c2cc3c(n(-c4ccccc4)c2=O)CCCC3=O)n1	-10%	22%	1%	11%	7%	x	-4%	-2.0%	0.4%
CCOC(=O)CC1C(=O)NCCN1S(=O)(=O)c1ccc(C)cc1 (stereo not drawn)	-6%	5%	0%	-8%	4%	-1.4%	-5%	0.0%	-0.2%
CCCCC(=O)NC(c1ccc(OC)c(OC)c1)c1c(O)ccc2ccccc12 (stereo not drawn)	-2%	16%	4%	2%	9%	x	1%	24%	-3.1%
CC1Cc2cc(S(=O)(=O)N3CCCC(C(=O)N4CCCCC4)C3)ccc2N1C(=O)C1CC1 (stereo not drawn)	8%	x	-3%	-9%	5%	3.5%	-4%	2.2%	x
Cc1[nH]nc(Nc2ccccc2)c1[N+](=O)[O-]	13%	11%	-4%	1%	10%	4.4%	2%	0.0%	-3.9%
COc1ccc(Cc2nnc(NC(=O)Cc3cccs3)s2)cc1OC	28%	16%	2%	0%	5%	1.9%	13%	32%	-6.7%
c1ccc(COc2ccc(OCCCNC3CCCC3)cc2)cc1	3%	14%	3%	-8%	15%	-1.0%	-9%	-0.5%	-3.0%
COCC(C)NC(=S)NC(=O)c1cc(S(=O)(=O)N2CCOCC2)ccc1C (stereo not drawn)	-9%	3%	2%	-7%	9%	0.7%	-5%	1.1%	-3.7%
COc1ccc(N(CC(=O)NCc2cccs2)S(=O)(=O)c2c(C)nn(C)c2C)cc1	1%	4%	-4%	-7%	2%	1.2%	-6%	0.7%	-4.4%
O=C1Nc2ccccc2S/C1=C\C(=O)N1CCCC1	-7%	15%	-2%	x	x	0.2%	-2%	-1.2%	-3.2%
CNC(=S)NNC(=O)c1cccn(Cc2ccc(Cl)c(Cl)c2)c1=O	-29%	9%	-6%	-1%	8%	2.2%	-1%	-6.6%	-0.8%	NS5 inhibitors pilot replicate=3.8
COC(=O)c1ccc([C@@H]2C[C@H]3CN(Cc4cccnc4)C(=O)[C@]34CCCN24)cc1	12%	15%	5%	-3%	3%	1.2%	-4%	-0.6%	-8.8%

Overlap with the part before: five entries, followed by the next part.
SMILES	AID2073	SV40 large T antigen	Siah-1 displacement	NS5 inhibitors	Rac1 GTP hydrolysis	RSV CPE inhibition	LYP inhibition	HIV fusion peptide	XIAP antagonists	others
COCC(C)NC(=S)NC(=O)c1cc(S(=O)(=O)N2CCOCC2)ccc1C (stereo not drawn)	-9%	3%	2%	-7%	9%	0.7%	-5%	1.1%	-3.7%
COc1ccc(N(CC(=O)NCc2cccs2)S(=O)(=O)c2c(C)nn(C)c2C)cc1	1%	4%	-4%	-7%	2%	1.2%	-6%	0.7%	-4.4%
O=C1Nc2ccccc2S/C1=C\C(=O)N1CCCC1	-7%	15%	-2%	x	x	0.2%	-2%	-1.2%	-3.2%
CNC(=S)NNC(=O)c1cccn(Cc2ccc(Cl)c(Cl)c2)c1=O	-29%	9%	-6%	-1%	8%	2.2%	-1%	-6.6%	-0.8%	NS5 inhibitors pilot replicate=3.8
COC(=O)c1ccc([C@@H]2C[C@H]3CN(Cc4cccnc4)C(=O)[C@]34CCCN24)cc1	12%	15%	5%	-3%	3%	1.2%	-4%	-0.6%	-8.8%
COc1ccc(C2OC(=O)C(C)(C)C(=O)C2(C)C)cc1OC (stereo not drawn)	5%	11%	2%	1%	1%	2.9%	-2%	-1.2%	x
CCCN(CCC)c1nc(Cl)nc(NCCN2CCOCC2)n1	8%	21%	2%	-4%	3%	u	-3%	-0.2%	-7.3%
COc1ccc(CN(Cc2cc3cc4c(cc3[nH]c2=O)OCO4)C(=O)NC2CCCCC2)cc1	1%	4%	6%	-10%	14%	0.4%	-3%	-3.0%	-1.1%
CC(C)CN1C(=O)C(=Nc2cccnc2)c2ccccc21	0%	4%	0%	1%	7%	1.3%	-5%	-0.1%	-6.4%
CCOC(=O)C1=C(C)NC(=O)NC1c1ccc(OC(C)C(=O)O)c(OC)c1 (stereo not drawn)	2%	-5%	2%	1%	-4%	-1.8%	-6%	-1.4%	-3.6%
COC(=O)c1c(C(=O)OC)c(-c2cccc(F)c2)n2c1CS(=O)C2 (stereo not drawn)	-14%	11%	-3%	-1%	8%	-0.1%	-5%	-0.4%	x
C=CCOc1cccc(C(=O)N2CCCC(Nc3ccc4c(c3)OCCO4)C2)c1 (stereo not drawn)	-17%	27%	5%	4%	u	7.4%	-5%	1.5%	x
COc1ccc(C(=O)Nc2c(-c3ccccc3)nc3ccccn23)c(OC)c1	6%	4%	1%	-2%	15%	4.2%	-5%	-1.4%	x
CCOc1ccc(OCC)c(S(=O)(=O)NC2CC(C)(C)NC(C)(C)C2)c1	3%	6%	-4%	1%	0%	1.2%	-2%	1.0%	-0.2%
OCCC1CN(Cc2cccn2-c2ccccn2)CCN1Cc1ccccc1 (stereo not drawn)	8%	17%	-3%	-4%	4%	-0.8%	-5%	0.7%	-0.3%
O=C1c2ccccc2C(=O)C1c1nccc2ccccc12	-22%	21%	9%	9%	4%	-2.0%	-3%	4.6%	-1.6%
O=C(NCc1ccc2c(c1)OCO2)C1CCC(=O)N1C1CCCC1 (stereo not drawn)	0%	14%	4%	0%	1%	1.7%	-3%	1.9%	-5.2%
CC(=Nc1ccc(O)cc1)c1sc2ccccc2c1O	0%	28%	-2%	-46%	123µM*	5.5%	7%	150%	-2.1%
COCCCNC(=S)NNC(=S)Nc1ccc(F)cc1F	9%	35%	0%	-6%	8%	1.4%	-12%	0.7%	-49%
COc1cccc(NC(=O)CS(=O)(=O)c2cn(CC(=O)N3CCOCC3)c3ccccc23)c1	u	15%	0%	5%	-9%	0.8%	-8%	1.8%	-6.1%
BrC(=C\c1ccccc1)/C=N/N1CCN(c2ccccn2)CC1	-23%	6%	3%	-12%	3%	10%	-3%	-0.3%	-10%
C/C(=N\NC(=S)NC(C)C)c1ccc(Cl)c([N+](=O)[O-])c1	-20%	13%	-2%	2%	-1%	-0.6%	4%	-2.9%	x
Cc1sc(NC(=O)Cn2[nH]c(=O)c3ccccc3c2=O)nc1-c1ccccc1	15%	2%	10%	5%	6%	7.5%	6%	14%	-5.2%
COc1cccc(CN2CCNC(=O)C2CC(=O)NC2CCOCC2)c1OC (stereo not drawn)	11%	5%	-4%	1%	5%	0.3%	-9%	-1.0%	x
O=S1(=O)CCOCCCN1Cc1cccc(F)c1	7%	3%	3%	0%	2%	1.4%	4%	-0.5%	x
CCCCCn1c(NCc2ccco2)nc2ccccc21	2%	0%	-2%	-2%	2%	-1.0%	-11%	-0.6%	-4.2%
O=C(CSc1n[nH]c(-c2ccncc2)n1)NCCc1ccccc1	4%	4%	0%	-8%	5%	1.1%	0%	0.8%	0.7%
CC(=O)N1c2ccc(S(=O)(=O)N3CCC(C(=O)NCc4ccc(N(C)C)cc4)CC3)cc2CC1C (stereo not drawn)	-4%	10%	38%	-4%	11%	7.3%	-8%	-1.4%	x
Cc1nn(C(C)(C)C)c(OC(=O)c2ccc(Br)o2)c1Sc1ccccc1	-9%	9%	-3%	-5%	8%	-0.7%	10%	1.2%	-9.3%
CCOc1cc(C(=O)N2CCC(CC3CC(c4cccc(Br)c4)=NO3)(C(=O)NCC3CCCCC3)CC2)cc(OCC)c1OCC (stereo not drawn)	8%	-2%	0%	-4%	2%	8.8%	-4%	-0.6%	x
Cc1ccc([N+](=O)[O-])c(OCC(=O)OCC(=O)c2ccccc2)c1	-1%	7%	3%	-3%	8%	1.4%	-3%	-0.3%	0.1%
O=C(c1cnc2nc3ccccc3n2c1)c1cc(F)ccc1O	43%	3%	2%	-12%	9%	0.7%	-1%	7.1%	-11%
COc1ccc(-c2nn(-c3ccccc3)cc2CNCCN2CCOC2=O)c(F)c1	13%	25%	1%	-7%	8%	1.0%	-7%	0.5%	0.4%
C=COCCCNc1ncnc2sc(-c3ccccc3)cc12	12%	6%	3%	-7%	24%	9.6%	-6%	-0.4%	x
Cc1ccc(C(=O)NCCc2nnc3ccc(SCC(=O)Nc4ccccc4C)nn23)cc1	3%	12%	7%	-5%	1%	2.5%	-4%	-0.1%	-2.2%
CCC(C)(C)C1CCC(=NNC(=O)c2ccoc2C)CC1 (stereo not drawn)	0%	20%	-7%	0%	2%	1.2%	-12%	-1.6%	-7.3%

Reprinted at random: 6 compounds from above.
SMILES	AID2073	SV40 large T antigen	Siah-1 displacement	NS5 inhibitors	Rac1 GTP hydrolysis	RSV CPE inhibition	LYP inhibition	HIV fusion peptide	XIAP antagonists	others
COc1ccc(C2OC(=O)C(C)(C)C(=O)C2(C)C)cc1OC (stereo not drawn)	5%	11%	2%	1%	1%	2.9%	-2%	-1.2%	x
O=C(CSc1n[nH]c(-c2ccncc2)n1)NCCc1ccccc1	4%	4%	0%	-8%	5%	1.1%	0%	0.8%	0.7%
CCCN(CCC)c1nc(Cl)nc(NCCN2CCOCC2)n1	8%	21%	2%	-4%	3%	u	-3%	-0.2%	-7.3%
CCCCC(=O)NC(c1ccc(OC)c(OC)c1)c1c(O)ccc2ccccc12 (stereo not drawn)	-2%	16%	4%	2%	9%	x	1%	24%	-3.1%
CCCCCn1c(NCc2ccco2)nc2ccccc21	2%	0%	-2%	-2%	2%	-1.0%	-11%	-0.6%	-4.2%
CCOc1cc(C(=O)N2CCC(CC3CC(c4cccc(Br)c4)=NO3)(C(=O)NCC3CCCCC3)CC2)cc(OCC)c1OCC (stereo not drawn)	8%	-2%	0%	-4%	2%	8.8%	-4%	-0.6%	x
